hiPSC survival – enhancers of human iPSC single-cell survival; survival enhancement, % at 20 µM; 360,000 compounds, 0.044% hits; AID 602274; hiPSC single-cell survival, ATPlite luminescence; 100% = ROCK inhibitor wells, 0% = DMSO; in the data active = survival enhancement above about 18%;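 also: cells exposed to compounds for 16 hours before the ATP read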
TRPM1 prom inh – MITF TRPM1 promoter inhibition in SK-MEL-5 cells; SK-MEL-5 TRPM1 promoter luciferase, 24 h; inhibition, % at 12.5 µM; 330,000 compounds, 0.83% hits;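 active = mean inhibition across replicates of 60% or more, whatever share of single replicates reaches that level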; also: values of inactives mirror those of a sister screen read the other way
HIF-2a block – HIF-2a inhibition | 786-0 RCC cells HIF-2a reporter, luciferase luminescence, overnight | inhibition, % at 18.8 µM | 360,000 compounds, 0.72% hits | AID 624352;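 active = inhibition of the luminescence signal of 40% or more relative to plate controls, in a single-dose primary screen at 18.75 µM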
NR2E3 ag-1 – human photoreceptor-specific nuclear receptor agonism. Q9Y5X4. CHO-S Gal4-NCOR/VP16-NR2E3 two-hybrid, luciferase. inhibition of corepressor binding, % at 3.98 µM. 360,000 compounds, 0.35% hits. AID 602229;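 active = inhibition above the mean of all tested compounds plus 3 SD, cut at about 70% in these data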;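 also: 0% = DMSO with NR2E3 transfected cells and 100% = cells lacking NR2E3 construct; higher means lower luciferase signal from less NR2E3 corepressor binding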
Target sequence (Q9Y5X4 whole entry, looked up, the tested form may be a part): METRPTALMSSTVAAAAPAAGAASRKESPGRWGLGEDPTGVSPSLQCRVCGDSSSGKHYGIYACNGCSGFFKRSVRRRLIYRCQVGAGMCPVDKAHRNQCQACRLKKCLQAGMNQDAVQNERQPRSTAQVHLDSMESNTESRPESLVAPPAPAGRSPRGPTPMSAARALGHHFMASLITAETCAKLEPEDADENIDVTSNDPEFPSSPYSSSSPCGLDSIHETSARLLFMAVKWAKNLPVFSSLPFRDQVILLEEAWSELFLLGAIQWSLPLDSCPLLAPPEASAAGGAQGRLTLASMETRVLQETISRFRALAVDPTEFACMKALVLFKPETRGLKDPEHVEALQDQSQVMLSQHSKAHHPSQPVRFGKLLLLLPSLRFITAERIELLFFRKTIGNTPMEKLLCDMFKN
NR2E3 ag-2 – agonists of human nuclear receptor NR2E3; inhibition of corepressor binding, % at 4.78 µM; AID 2300; 320,000 compounds, 0.12% hits; GST-NR2E3/biotin-RetCOR TR-FRET, 1536-well;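 active = percent inhibition above the cutoff of mean plus 3 SD of all tested compounds, set per screening campaign, cut at about 20% in these data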;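 also: 0% = DMSO wells and 100% = biotin wells as full block of FRET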
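System: GST-tagged NR2E3 plus biotinylated RetCOR corepressor; Buffer or medium: pH 7.5 Tris-based buffer; Probe or stimulus: RetCOR corepressor, biotinylated, 7 nM; Doses: compound at 4.8 µM, single dose; Schedule: 5 h incubation at 4 °C; Technique: time-resolved FRET; Evaluation: percent inhibition of TR-FRET ratio; Replication: one well per compound, singlicate testing.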
LMP1 NFkB inh – inhibitors of Epstein-Barr LMP1-induced NF-kappaB reporter | inhibition, % at 12.5 µM | 350,000 compounds, 0.69% hits | LMP1-induced NF-kappaB luciferase reporter cells, luminescence; in the data active = inhibition above about 41%;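 also: 0% = neutral control wells and 100% = reference inhibitor control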
C8 TRAIL sens – sensitizes caspase-8 expressing cells to TRAIL; inhibition (viability loss, TRAIL sensitization), % at 10 µM; 360,000 compounds, 1% hits; AID 624354; NB7+C8 cells + TRAIL, ATPlite viability luminescence;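 active = compounds causing at least 50% loss of cell viability in the single-dose screen, relative to plate controls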
Shn3 3UTR inh – inhibitors of Schnurri-3 3'UTR reporter in osteoblasts | Clone20 osteoblast Shn3 3'UTR firefly luciferase, 24 h | inhibition, % at 12.5 µM | 360,000 compounds, 0.52% hits;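 active = mean inhibition of at least 75% with every replicate also reaching 75%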;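 also: 0% = median of neutral control wells and 100% = pilot-screen positive control compound; some compounds past the cut are filed as inactive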
Peg3 promoter – reduces Peg3 promoter-driven luciferase expression in HeLa; HeLa PEG-Prom luciferase reporter, luminescence, overnight; inhibition, % at 20 µM; 360,000 compounds, 1.7% hits;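 active = inhibition of at least 50% at 20 µM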
CF NFkB block – blocks PAF-induced NF-kB reporter in cystic fibrosis cells | AID 588850 | 360,000 compounds, 0.86% hits | KKLEB NF-kB-GFP reporter, GFP fluorescence overnight | inhibition, % at 5 µM;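 active = at least 50% inhibition at 5 µM, scaled per plate between neutral and stimulator controls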;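 also: PAF is a Pseudomonas aeruginosa culture filtrate used as stimulus; plate controls were PAF-stimulated DMSO wells for no effect and unstimulated DMSO wells for full effect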
KKLEB tox – CF airway cell cytotoxicity counter-screen; activity change (cytotoxicity), % at 5 µM; KKLEB CF airway cells viability, ATPlite luminescence, overnight; active compounds read low; cells stimulated with P. aeruginosa culture filtrate; 360,000 compounds, 0.36% hits;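 active = corrected activity change at or below -50% at 5 µM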
An asterisk follows results filed as active; . = not tested or not shown. This is a subset (hit frequency here may not be typical).

entry	structure	hiPSC survival	TRPM1 prom inh	HIF-2a block	NR2E3 ag-1	NR2E3 ag-2	LMP1 NFkB inh	C8 TRAIL sens	Shn3 3UTR inh	Peg3 promoter	CF NFkB block	KKLEB tox
1	CCC(=O)Oc1ccc(C(=O)Nc2ccccc2C(=O)NCC(C)C)cc1	3.0	-5	4	-14	4	-3	-2	7	-10	0	6
2	COc1ccc(NC(=O)c2cc(S(=O)(=O)N3CCc4ccccc43)cn2C)cc1	0.6	.	-5	-30	-3	6	-12	23	27	7	11
3	CCOc1ccc(NC(=O)C2CCCN(S(=O)(=O)c3cccc4nsnc34)C2)cc1 (stereo unspecified)	1.8	-6	18	-2	3	-1	5	22	3	-5	24
4	Cc1ccc(Nc2nc3ccccc3c(=O)s2)cc1C	-1.3	10	8	8	3	9	29	-5	21	-10	-2
5	CCC1=Nc2cc(C(=O)NCCN3CCOCC3)ccc2Sc2ccccc21	0.8	4	-1	-13	-2	-8	11	-6	3	5	-13
6	Cc1ccc2[nH]c(=O)c(CN(CCCN(C)C)C(=S)NCCc3ccccc3)cc2c1	-1.0	0	2	-3	3	6	4	-1	56*	3	1
7	COc1ccc(/C=N/NC(=O)c2nc(-c3ccccc3)n(-c3ccccc3)n2)cc1	-0.9	-12	-5	-3	-2	1	26	-6	-3	-30	13
8	COc1ccc(-c2noc(CCCC(=O)N3CCOCC3)n2)cc1	0.5	1	-5	0	2	3	-2	11	-5	-13	1
9	O=C(NCCc1ccccc1)C1CCN(C(=O)Nc2ccccc2)CC1	-0.4	-25	-76	-33	-1	-11	7	-21	-94	-22	2
10	Cc1cc(C)nc(NC(=O)c2c(F)c(F)c(F)c(C(=O)Nc3cc(C)cc(C)n3)c2F)c1	0.2	.	32	11	-2	.	-5	-12	90*	12	-29
11	NS(=O)(=O)c1cc(C(=O)NCCc2ccccn2)ccc1Cl	0.0	2	-28	9	-3	-4	-8	2	-26	-9	-1
12	COc1ccc(CNC(=O)COC(=O)CC2CC3CCC2C3)cc1OC (stereo unspecified)	0.8	0	12	0	0	-5	-7	-5	-7	-4	4
13	O=c1c2ccccc2nc(COc2ccccc2)n1/N=C/c1ccc(O)c(O)c1	0.3	-19	-45	-34	1	-11	27	16	3	-13	-11
14	CC(=O)CCc1oc2ccc(NC(C)=O)cc2c1-c1ccc(C)o1	0.5	6	-27	1	-2	-8	-22	-4	-26	-6	-12
15	CCS(=O)(=O)c1nc(S(=O)(=O)c2ccc(Cl)cc2)c(N2CCOCC2)s1	0.0	1	13	0	-2	5	-17	-13	32	11	1
16	COc1ccc(C(=O)C2CCCN(C(=O)CCC3=NNC(=O)CC3)C2)c(C)c1 (stereo unspecified)	-0.9	17	1	0	0	9	-6	13	14	2	-3
17	O=C(NCc1cccnc1)c1ccc(-c2cc3ccccc3oc2=O)cc1	-3.3	-15	-228	-47	2	-13	25	32	-126	-14	6
18	CCOC(=O)C1=C(C)N(c2ccccc2)C(=O)C1CC(=O)O (stereo unspecified)	0.4	0	-3	-18	1	-5	-1	-1	6	-4	3
19	Nc1c(C(=O)CSc2nc(-c3ccccc3)cs2)c(=O)[nH]c(=O)n1C1CC1	0.2	-12	-9	5	1	7	16	-10	3	-3	1
20	Cc1ccc(NC(=S)N(C)Cc2cn(C)c3ccccc23)cc1	-2.1	-2	34	-19	-3	12	-11	5	-1	0	4
21	O=C1CC(C(=O)N2CCN(c3ccccc3Cl)CC2)CN1Cc1ccccc1 (stereo unspecified)	0.7	-6	-21	-21	6	-3	6	-10	-37	7	-10
22	O=C(CC(c1ccccc1)c1cc(Br)ccc1O)NCCCN1CCOCC1 (stereo unspecified)	-0.7	14	11	-3	-4	-6	-4	12	2	-9	-5
23	CC(=O)NC(C)(c1ccccc1)c1nc(-c2ccc(N(C)C)cc2)cs1 (stereo unspecified)	0.6	.	-17	-4	.	.	-2	23	1	5	-6
24	COc1ccc(NS(=O)(=O)c2cc(NC(=O)[C@@H](NC(N)=O)C(C)C)ccc2C)cc1	1.1	1	23	7	1	-1	12	2	25	0	-4
25	O=C(NCc1cccnc1)C1CC2c3ccccc3C1c1ccccc12 (stereo unspecified)	-2.6	11	8	15	-1	2	-4	6	11	16	7
26	Fc1ccc(-c2ccnc3nc(-n4cccc4)nn23)cc1	2.2	-12	-12	-38	2	2	-13	-30	-2	-34	-5
27	O=C(OCc1cccc([N+](=O)[O-])c1)c1cccnc1	-1.2	-4	4	-32	2	4	1	6	-2	-9	-7
28	c1ccc2c(c1)NC1(CCCCC1)n1c-2nc2ccccc21	1.7	-66	-285	-92	3	-16	-10	-59	-174	16	-2
29	CCC1(C)CC(CCN(Cc2ccco2)C(C)=O)(c2ccccc2)CCO1 (stereo unspecified)	-0.5	-16	14	-9	3	8	-7	6	19	10	-30
30	Fc1cccc(CSc2nc3ncc(Cl)cc3[nH]2)c1	1.4	.	-144	-69	-7	.	23	5	-55	23	-8
31	CCN(CC)S(=O)(=O)c1cc(NC(=O)Cn2ncc(Cl)c(Cl)c2=O)ccc1C	9.2	85*	97*	16	3	-60	62*	16	101*	89*	-66*
32	CC(C)(C)N(NC(=O)Nc1ccc(Cl)c(Cl)c1)C(=O)c1ccccc1	0.8	2	31	6	5	9	-11	24	61*	39	-21

33	Cc1nc(N)nc(Cl)c1CCC1OCCO1
34	COc1ccc(S(=O)(=O)N(C)C)cc1NS(=O)(=O)c1ccc(F)c(F)c1F
35	CCN(CC)S(=O)(=O)c1ccc(C(=O)NCCc2cc3c(OC)ccc(OC)c3[nH]c2=O)cc1
36	CC(=O)c1ccc(N2C(=O)CC(N3CCN(S(=O)(=O)c4ccc(C)c(C)c4)CC3)C2=O)cc1 (stereo unspecified)
37	O=C(C[n+]1cccc(CNC(=O)c2ccc(OC(F)F)cc2)c1)Nc1cccc(C(F)(F)F)c1
38	COc1ccc(C(=O)n2cnc3ccccc32)cc1

assay / entry,33,34,35,36,37,38
hiPSC survival,0.4,-0.1,-0.7,-1.3,-2.7,-0.7
TRPM1 prom inh,-7,-3,1,3,33,-12
HIF-2a block,3,12,27,2,12,15
NR2E3 ag-1,14,5,14,16,-12,19
NR2E3 ag-2,.,0,4,.,0,-1
LMP1 NFkB inh,-2,-1,-3,-1,-3,9
C8 TRAIL sens,10,-6,-11,1,-8,-14
Shn3 3UTR inh,20,-3,-15,7,-1,-3
Peg3 promoter,9,-18,31,-4,20,11
CF NFkB block,4,-20,4,8,-4,16
KKLEB tox,11,1,-13,-8,-4,-4

39	O=C(COC(=O)Cc1ccc(Cl)cc1Cl)Nc1ccccc1OC(F)F
40	Cc1cccc2sc(NC(=O)C3CCN(C(=O)c4ccco4)CC3)nc12
41	COC1=C(Nc2ccc(C)cc2)C(=O)c2ccccc2C1=O
42	CCOc1ccc(N2C(=O)CC(NC3CCN(C(=O)c4cccs4)CC3)C2=O)cc1 (stereo unspecified)
43	COc1ccccc1NC(=O)C1=C(C)NC(SCC(=O)c2ccccc2)=C(C#N)C1c1ccco1 (stereo unspecified)
44	CCOC(=O)C(C(=O)Nc1cccc(C)c1)C1CCCCC1 (stereo unspecified)

assay / entry,39,40,41,42,43,44
hiPSC survival,-0.6,-0.4,0.3,-0.1,2.2,-1.1
TRPM1 prom inh,12,13,25,-3,6,-4
HIF-2a block,18,-73,-166,4,-39,-12
NR2E3 ag-1,9,2,-59,-18,-47,-9
NR2E3 ag-2,0,1,-9,3,.,1
LMP1 NFkB inh,-4,0,-8,0,-1,-1
C8 TRAIL sens,-6,-15,1,3,9,34
Shn3 3UTR inh,-14,4,-30,-13,13,3
Peg3 promoter,-6,-40,-169,4,26,7
CF NFkB block,8,0,47,-22,0,-6
KKLEB tox,-8,4,-21,3,-7,4

45	O=C(Cn1nc(Cc2cccnc2)c2ccccc2c1=O)Nc1cc(F)ccc1F
46	Cc1cc(=O)n(C)c(=O)n1CCCNc1ccccc1
47	Cc1ccc(Nc2nc(=O)[nH]nc2C)cc1
48	Cc1ccc(CN2CC(C(=O)NCCC3=CCCCC3)CC2=O)cc1 (stereo unspecified)
49	CCCOc1ccc(N/C=C/C(=O)C(C)(C)C)cc1
50	CCN(CC)S(=O)(=O)c1ccc(N2C(=O)Nc3ccccc3N2O)cc1
51	C/C(=N\NC(=O)c1nc2ccccn2c1C)c1ccco1

assay / entry,45,46,47,48,49,50,51
hiPSC survival,0.1,0.9,-0.8,0.5,-2.7,0.8,-0.4
TRPM1 prom inh,8,-7,0,1,-38,8,-45
HIF-2a block,19,-5,0,6,-87,5,-200
NR2E3 ag-1,-1,8,3,-38,19,-11,-23
NR2E3 ag-2,1,4,-3,4,2,-1,0
LMP1 NFkB inh,8,-3,0,-11,-3,12,-27
C8 TRAIL sens,6,1,6,-6,-4,-1,6
Shn3 3UTR inh,6,-4,-1,-28,-19,-1,-60
Peg3 promoter,12,5,13,4,-57,-1,-176
CF NFkB block,12,-12,5,18,2,-3,4
KKLEB tox,-8,-11,16,-15,-7,-7,0
